Screening results from PubChem.
ALOX12 inh – blocks human arachidonate 12S-lipoxygenase; P18054; purified 12hLO, xylenol orange hydroperoxide absorbance; Potency, µM (doses to about 108 µM), for inactives: at the top dose activity change, negative = inhibition, actives largely listed as inhibitors; actives 1.1% (n = 580,000); active = well fitted inhibition curve with a large enough effect; inconclusive = small, poorly fitted or top-dose-only effect, or another doubt; inactive = no such curve, though single readings can be large or run the other way
Target sequence (P18054 whole entry, looked up): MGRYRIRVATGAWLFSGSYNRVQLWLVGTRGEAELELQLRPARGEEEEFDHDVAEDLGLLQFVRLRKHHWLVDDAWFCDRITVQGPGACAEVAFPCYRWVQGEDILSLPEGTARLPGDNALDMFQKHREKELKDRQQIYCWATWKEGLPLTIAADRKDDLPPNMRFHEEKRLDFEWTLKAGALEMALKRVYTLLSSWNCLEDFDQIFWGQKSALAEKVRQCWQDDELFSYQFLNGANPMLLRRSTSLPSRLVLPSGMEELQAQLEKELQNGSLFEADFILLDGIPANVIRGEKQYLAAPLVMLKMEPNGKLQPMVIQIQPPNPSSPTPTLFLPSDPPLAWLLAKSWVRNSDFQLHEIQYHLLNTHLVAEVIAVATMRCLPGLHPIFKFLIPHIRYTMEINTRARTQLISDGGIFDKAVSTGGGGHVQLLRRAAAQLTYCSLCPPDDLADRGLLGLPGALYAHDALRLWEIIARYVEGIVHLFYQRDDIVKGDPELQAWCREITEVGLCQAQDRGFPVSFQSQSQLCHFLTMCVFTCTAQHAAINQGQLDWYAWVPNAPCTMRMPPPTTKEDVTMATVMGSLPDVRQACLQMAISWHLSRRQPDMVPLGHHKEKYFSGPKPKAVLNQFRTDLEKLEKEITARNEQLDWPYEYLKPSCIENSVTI
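Hydroperoxide product was detected by ferrous iron/xylenol orange as the 573 to 405 nm absorbance ratio. Arachidonic acid at 40 uM (final) was turned over for 30 min at room temperature by 150 nM human 12hLO, pH 7.0 Hepes buffer, after 15 min compound preincubation.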
Numbers without * were called inactive; ? = inconclusive; [ ] = dose if it differs, or a comment. % is scaled to controls: 0 for no effect and ±100 for the full control effect; potency is read from the fitted curve at half-maximal effect.

SMILES	ALOX12 inh
COCC(=O)N[C@H]1CCN2C(=O)N(c3ccc(OC(F)(F)F)cc3)C(=O)[C@@H]2C1	12%[176 µM]
CCN1C(=O)C2CC3(CCN(C(=O)c4cnccn4)CC3)CN2C1=O (configuration not stated)	19%
COc1ccc(-n2c(=O)c3c(n2Cc2ccccc2)CN(Cc2c(C)noc2C)CC3)cc1	3%
CC(Nc1ncccc1[N+](=O)[O-])c1ccc(Cl)cc1Cl (configuration not stated)	-9%
CCn1c(CSc2nnc(C3CC3)n2C2CC2)nc2cc(S(=O)(=O)N(C)C)ccc21	?
COc1ccc(C(CNC(=O)c2ccc(C#N)cc2)N2CCOCC2)cc1OC (configuration not stated)	14%
COc1ccc(C(=O)N2CC[C@H]3C(=O)NCCCCCCN(Cc4ccncc4)[C@@H]3C2)cc1F	122%[activator]
O=C(NC1Cc2ccccc2C1)c1ccccc1C1CCNC1 (configuration not stated)	13%
Cc1cn2nc(C(=O)N3CCC(NC(=O)Cc4ccccc4Cl)CC3)cc2c(=O)[nH]1	27%
Cc1nn(C)c(C)c1NC(=O)C1CC(=O)N(c2ccc3c(c2)CCC3)C1 (configuration not stated)	22%
N#Cc1ccc(C(=O)N2CCC3(CC2)CN(c2ccncn2)CC3CO)cc1 (configuration not stated)	1%
CCCNC(=O)NC(=O)CN(Cc1cccs1)C1CC1	-7%
CNC(=O)[C@@H]1C[C@@H](O)CN1C1CCN(C(=O)c2nn(C)c3ccccc23)CC1	33%[activator]
CC(=O)N1CCN(C[C@@H]2C=C(C)[C@H](Cc3nnc(-c4cncn4C)o3)C[C@H]2C(C)C)CC1	-23%
CCOC(=O)NC(OCc1ccccc1)(C(=O)OC)C(F)(F)F (configuration not stated)	-5%

A draw from above in order of SMILES length, low to high:
SMILES	ALOX12 inh
CC(Nc1ncccc1[N+](=O)[O-])c1ccc(Cl)cc1Cl (configuration not stated)	-9%
Cc1cn2nc(C(=O)N3CCC(NC(=O)Cc4ccccc4Cl)CC3)cc2c(=O)[nH]1	27%
COCC(=O)N[C@H]1CCN2C(=O)N(c3ccc(OC(F)(F)F)cc3)C(=O)[C@@H]2C1	12%[176 µM]
CC(=O)N1CCN(C[C@@H]2C=C(C)[C@H](Cc3nnc(-c4cncn4C)o3)C[C@H]2C(C)C)CC1	-23%

Other entries follow:
SMILES	ALOX12 inh
CC(C)c1noc(-c2cn(C3CCCN(C(=O)c4ccncc4)C3)nn2)n1 (configuration not stated)	6%
O=C(CSCc1cccs1)NCC1CCCO1 (configuration not stated)	1%
O=C(Nc1ccccn1)C1CC(=O)N(c2n[nH]c3ccccc23)C1 (configuration not stated)	38%[activator]
Cc1ccccc1C(=O)NCc1cccnc1Oc1cccc(C(F)(F)F)c1	40%[activator]
COc1cc(/C=C/c2nc(C#N)c(NCCN3CCOCC3)o2)cc(OC)c1OC	-30%
Cc1ccc(NS(=O)(=O)c2ccc(-c3cnc(C)o3)cc2)cc1	-27%
CC(C)(C)OC(=O)N1CC(Nc2ccc(Cl)cc2)C1	-6%[12.5 µM]
O=C(Nc1ccccc1)N1CC2CC(C1)[C@H]1CCCC(=O)N1C2 (some centres not stated)	37%[activator]
Cc1c(Cl)cccc1NC(=O)Cn1cc(C#N)c2ccccc21	?
Nc1nc(CC(=O)N[C@H](c2ccccn2)C2CC(O)C2)cc(=O)[nH]1 (some centres not stated)	19%
Cc1cc(OCn2ccc(C(=O)NN3CCOCC3)n2)ccc1Cl	24%
COc1ccc2ccc(OCc3nc(C(=O)N(C)CC4CCCO4)co3)cc2c1 (configuration not stated)	6%
COCCN1C(=O)c2cccn2CC1CNC(=O)c1ccc(OC)nc1 (configuration not stated)	13%
O=C(CC(CC(=O)c1ccccc1)c1cccs1)c1ccccc1	15%
CCc1noc(-c2cn(C3CCCN(C(=O)c4ccc(OC)c(F)c4)C3)nn2)n1 (configuration not stated)	28%
CC1(C)CC(=O)C2=C(C1)OC(N)=C(C#N)C2c1cccc(Br)c1 (configuration not stated)	?
O=S(=O)(c1ccccc1)N1CCC2(CC1)CC(OCC1CC1)CCO2 (configuration not stated)	2%
CCc1ccc(C2CC(C(=O)NCc3ccco3)CN(C(=O)c3ccc(F)cc3)C2)cc1 (configuration not stated)	?
CCC(=O)NCC(=O)NC1CCN(S(=O)(=O)c2ccc(NC(C)=O)cc2)CC1	7%
CC(C)Cc1nnc(NC(=O)c2cc(=O)c3cc(Cl)cc(Cl)c3o2)s1	5%
Nc1nccnc1C(=O)NCC(O)c1cccc(Cl)c1 (configuration not stated)	-17%
Cc1ccccc1NC(=O)N1CC(C(=O)N(C)C)C2(CCOCC2)C1 (configuration not stated)	62%[activator]
O=C(COc1ccc(-c2nnc3n2CCCC3)cc1)Nc1cccc(F)c1	-4%
CCOCCOC(=O)C(C)Oc1ccc2c(=O)c(Oc3cc(C)ccc3C)coc2c1 (configuration not stated)	6%
CC1=C[C@@H](CNC(=O)CCC(=O)O)[C@H](C(C)C)C[C@H]1Cc1nc2ccc(F)cc2[nH]1	?
CCCN(CC1CCOC1)C(=O)Nc1cc(Cl)ccc1C (configuration not stated)	24%
CCCNC(=S)Nc1cc(Cl)c(N)c(Cl)c1	?
COc1cccc(CCC(=O)NC2CCN(c3cc(C(F)(F)F)nc(C)n3)CC2)c1	19%
Cn1c(NC2CCCC2)nc2c1c(=O)n(Cc1ccc(Cl)cc1)c(=O)n2C	-4%
CCCCn1nc(C(=O)N(C)Cc2ccccc2F)c2ccccc2c1=O	16%

Already shown: 5 of the compounds above.
SMILES	ALOX12 inh
CCCN(CC1CCOC1)C(=O)Nc1cc(Cl)ccc1C (configuration not stated)	24%
CCCNC(=S)Nc1cc(Cl)c(N)c(Cl)c1	?
COc1cccc(CCC(=O)NC2CCN(c3cc(C(F)(F)F)nc(C)n3)CC2)c1	19%
Cn1c(NC2CCCC2)nc2c1c(=O)n(Cc1ccc(Cl)cc1)c(=O)n2C	-4%
CCCCn1nc(C(=O)N(C)Cc2ccccc2F)c2ccccc2c1=O	16%

New compounds follow
SMILES	ALOX12 inh
O=C(Nc1cccc(-c2ccc(N3CCOCC3)nn2)c1)Nc1ccccc1Cl	-13%
CN1C(=O)C2(CCN(C(=O)CCn3ccc(=O)[nH]c3=O)CC2)c2ccccc21	82%[activator]
CC(C)C[C@@H]1N[C@H](C(=O)O)Cc2cn(CC3CCC3)c3cccc1c23	?
Cc1cc(C)c(C#N)c(-c2ccc(C(C)N3CCOCC3)cc2)n1 (configuration not stated)	10%
c1ccc(-c2noc(CSc3nnnn3C3CC3)n2)cc1	-1%
Cc1nc2sccn2c1C(=O)NC1CC(c2nnc(CN(C)C)n2C)C1 (configuration not stated)	?
COc1ccc(C2NC(=O)N(CCCC(=O)O)C(C)=C2C(=O)OCc2ccccc2)cc1 (configuration not stated)	10%
O=C1Nc2ccccc2C12CCN(S(=O)(=O)c1cccs1)C2 (configuration not stated)	60%[activator][176 µM]
O=c1[nH]c(-c2ccccc2)cn1C1CCN(Cc2ccc(-c3nc4ccc(F)cc4nc3-c3ccccc3)cc2)CC1	-6%
Cc1ccccc1-c1nc(N2CCNCC2)c2ccccc2n1	-19%
CNC(=O)c1cccc(-c2cnc(Nc3ccccc3)c3c2CCO3)c1	7%[176 µM]
COc1ccc(C(=O)c2ccccc2)c(OCc2ccccc2C#N)c1	11%
CN(Cc1cccs1)C(=O)c1cccc(S(=O)(=O)N2CCCC2)c1	5%
Cc1cc(I)ccc1NC1CCOC1=O (configuration not stated)	-18%
COc1ccc(C(=O)Nc2nc(-c3cc4ccccc4oc3=O)cs2)cc1	-29%
CN(C)c1cccc(-c2nc(-c3nnn4c3COC(c3ccc(Cl)cc3)C4)no2)c1 (configuration not stated)	9%
COCC(C)NS(=O)(=O)c1ccc(NC(=O)c2nc(-c3ccccc3)oc2C)cc1 (configuration not stated)	0%
COc1ccc(C)cc1CN(C)C(=O)Cc1c[nH]c2ccccc12	9%
Cc1ccc(C(=O)Nc2ccc3oc(C)nc3c2)c(C)c1	11%
COc1ccccc1CNC(=O)COc1ccc2c(=O)c(Oc3ccccc3)c(C)oc2c1	-22%
O=C(c1cc(Cl)ccc1Cl)N1CCC(CN2CCOCC2)CC1	0%
COc1cc(OC)cc(N2C(=O)[C@@H]3C[C@@H](NC(=O)c4cccn4C)CCN3C2=O)c1	?
COC(=O)c1cc(C23CC4CC(CC(C4)C2)C3)ccc1O	-24%
Cn1c(=O)c2c(nc(NCCN)n2Cc2ccc(Br)cc2)n(C)c1=O	-19%
COC[C@@H]1CN(C(=O)c2ccc(C)cn2)C[C@H]1c1nc(C2CC2)no1	7%
Cc1ccc(NC(=O)c2ccc3c(c2)N(C)C2CCCN2C3=O)cc1F (configuration not stated)	4%
CCCOc1ccc(CN2C[C@@H]3C(=O)N(CCOC)C(=O)[C@@H]3C2)cc1	37%[activator]
Cc1nn2c(c1-c1ccccc1[S+](C)(=O)[O-])N(Cc1ccccc1)CCC2	3%[176 µM]
COc1ccc(C(=O)Oc2ccc(C(C)=O)cc2)cc1Br	8%
CCOc1ccc(CC(=O)N2CCC[C@H]2c2nc(-c3ccc(C)cc3)no2)cc1	?
CCn1cc(C(=O)N2C[C@@H](COC)[C@H](c3nc(C)no3)C2)cn1	46%
CCc1ccccc1-n1ncc2c1NC(=O)CC21C(=O)N(CC(N)=O)c2ccccc21 (configuration not stated)	-30%
N#Cc1ccc(CN2CCCC3(CCN(S(=O)(=O)c4ccccc4)CC3)C2)cc1	-3%[57.4 µM]
CN(Cc1nccn1Cc1ccccc1)C(=O)C1NCCc2[nH]cnc21 (configuration not stated)	30%
CN(CC(=O)NC1(C#N)CCCCC1)Cc1ccc(C(F)(F)F)cc1	28µM*
Cc1noc(C)c1C(=O)N[C@H]1[C@H](O)[C@H](O)C[C@@H]1c1cccnc1	74%[activator][176 µM]
CN1C(=O)CCC2(CNC(=O)C3CCC3)CCC=C12 (configuration not stated)	15%
O=C(NC1C[C@H]2CC[C@@H](C1)N2C(=O)CCc1ccccc1)c1ccncc1 (some centres not stated)	18%
COc1cc(/C=C/CN2CC(=O)N(C(C)C)CC(OCc3noc(C)n3)C2)ccc1O (configuration not stated)	3%
CCn1ncc(N2CCC(NC(=O)Cc3ccccc3OC)CC2)cc1=O	34%[activator]
Cc1ccc(NC(=O)c2ccc(-n3cnc(NC(=O)C(C)C)c3)cc2)cc1C	4%
C[S+](=O)([O-])N1C[C@H](C(=O)Nc2cccc(Cl)c2)C[C@@H]1c1ccc(F)cc1	?
COc1ccc(C(=O)N2CCOCCNC(=O)[C@H]3CCCC[C@H]32)c(OC)n1	42%[activator]
O=C(CCCc1c[nH]c2ccccc12)Nc1ccc2ncccc2c1	?
CC(NC(=O)C1CC1)C1CC2CCC1C2 (configuration not stated)	32%[activator]
Cn1c2c(c3cc(F)ccc31)CN(C(=O)Nc1cccc(Cl)c1)CC2	107%[activator]
COCCNc1ncc(-c2cccc(NC(C)=O)c2)c2c1OCC2	32%[176 µM]
Cc1cc(C)c(NC(=O)CC2(C(=O)O)CCCC2)c(C)c1	8%
Cc1ccc(C(=O)C(C)Sc2ccc3c(c2)OCCO3)cc1 (configuration not stated)	0%
Cc1noc(C)c1[S+](=O)([O-])N1CCCC2(CC(c3cccnc3)=NO2)C1 (configuration not stated)	4%[6.33 µM]
CCOc1ccc(CNS(=O)(=O)c2cc(-c3noc(C)n3)cs2)cc1	10%
CCOC(=O)/C(C#N)=C/c1cccnc1	-3%
COc1ccc(NC(=O)Cn2nc3n(c2=O)CCCCC3)c(OC)c1	7%
CC(=O)N(C1CCOCC1)C1CCN(C(=O)NCc2ccc(OC(F)(F)F)cc2)CC1	29%
O=C1COc2ccc(-c3ccsc3)nc2CN1Cc1ccc(C(F)(F)F)cc1	?
Cc1ccc(C(=O)Nc2ccc(C(O)(C(F)(F)F)C(F)(F)F)cc2)cc1	6%
O=C(O)C(O)C(O)(Cc1ccc(O)cc1)C(=O)O (configuration not stated)	?
COc1cccc(C(=O)NC2CCN(c3nnc4ccccn34)CC2)c1	78%[activator]
O=C(C1CCCN(c2cn[nH]c(=O)c2)C1)N1CCN(c2ccccn2)CC1 (configuration not stated)	6%
CCn1ccc(C(=O)N2CC[C@@H]3COCCN(Cc4ccncc4)[C@@H]3C2)n1	16%

Quoted from the listing:
CC(=O)N1CCN(C[C@@H]2C=C(C)[C@H](Cc3nnc(-c4cncn4C)o3)C[C@H]2C(C)C)CC1 @ ALOX12 inh = -23%
CN(CC(=O)NC1(C#N)CCCCC1)Cc1ccc(C(F)(F)F)cc1 @ ALOX12 inh = 28µM*
COCCNc1ncc(-c2cccc(NC(C)=O)c2)c2c1OCC2 @ ALOX12 inh = 32%[176 µM]
Cc1noc(C)c1[S+](=O)([O-])N1CCCC2(CC(c3cccnc3)=NO2)C1 (configuration not stated) @ ALOX12 inh = 4%[6.33 µM]

Next part
SMILES	ALOX12 inh
O=C(O)C12CCCC(C(=O)O)(CCC1)C2	-21%
Cc1ccc(S(C)(=O)=O)cc1C(=O)Nc1ccccc1N1CCOCC1	?
O=C1CC2(CCN(c3nc(-c4ccccc4)no3)CC2)CN1Cc1ccccc1	32%[activator]
COC(=O)c1cccc(COC(=O)C2Cc3ccccc3C(=O)O2)c1 (configuration not stated)	4%
O=C(c1ccc(-c2cccc(O)c2)nc1)N1CCC(CCc2ccccc2)CC1	3%
COc1ccccc1NC(=O)c1cc(-c2ccccn2)n[nH]1	?
COCCNC(=O)c1cc(NC(=O)C(C)C)cc2nc(C)ccc12	47%[activator]
Nc1nccnc1C(=O)NCCCc1ccccc1	?
O=C(NC1CCCC1)C1c2ccccc2OCC(=O)N1Cc1ccccn1 (configuration not stated)	0%
CCCn1cc(C(=O)N2CCC(n3cccc3)CC2)c2ccccc21	-1%

These rows are one share of the data (hit frequency here may not be typical).
